Source: PubChem BioAssay (several laboratories)
TRPN1 ag = activates the zebrafish TRPN1 channel. activation, % at 3 µM. AID 1424. HEK293 zebrafish TRPN1-YFP, Fluo-8 calcium fluorescence; 100% = response to 87 µM carbachol. 220,000 compounds, 0.18% hits;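 active = activation above its plate's cutoff, the mean activation of test wells on that plate plus 3 SD, cut at about 19% in these data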;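 also: 0% = DMSO alone and 100% = 87 µM carbachol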
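System: zebrafish TRPN1-YFP in HEK293 cells / Dosing: 3 µM single point / Timing: dye loading 1 h at 37 °C, then 30 min room temperature / Signal: Fluo-8 calcium fluorescence, excitation 470-495 nm, emission 515-575 nm / Read-out basis: percent activation from peak over basal fluorescence ratio, control-normalized / Control set: high carbachol 87 µM, low DMSO alone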
TNF necrop inh = inhibitors of TNF-alpha induced necroptosis in Jurkat FADD-/- cells. Jurkat FADD-/- TNF necroptosis rescue, ATP luminescence, 24 h; 0 = TNF only, 100 = no-TNF cells. activation (protection from cell death), % at 10 µM. 220,000 compounds, 0.068% hits. AID 463075;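 active = activation, meaning protection from cell death, of at least 50% relative to plate controls; inactive = activation below 50%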;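 also: necroptosis triggered by 40 ng/mL TNF-alpha added together with compound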
TRPML3 agonist = activates the human TRPML3 channel; Q8TDD5; HEK293 TRPML3-YFP, Fluo-8 calcium fluorescence; 100% = the carbachol control signal; activation, % at 3 µM; 220,000 compounds, 0.29% hits; AID 1448;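 active = activation above its plate's cutoff, the mean activation of the plate's test wells plus 3 SD, cut at about 12% in these data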;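 also: 0% = DMSO only wells and 100% = carbachol wells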
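Test system: HEK293 cells stably carrying human TRPML3-YFP; Doses: single dose, 3 µM final nominal compound, 0.3% DMSO final; Schedule: dye loading 1 h 37 °C then 30 min ambient, 125 s read; Technique: Fluo-8 calcium fluorescence; Benchmarks: high control carbachol 87 µM, low control DMSO.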
MDM2 E3 inh = Mdm2 E3 ligase (human) inhibition; Q00987; cell-based MDM2 ubiquitination luciferase reporter, 2 h; 0 = plate control, 100 = twice control, blank-subtracted; signal enhancement, % at 5 µM; 210,000 compounds, 0.11% hits;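 active = signal enhancement of 30% or more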;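 also: luminescence tracks abundance of the self-degrading MDM2-luciferase fusion protein; higher signal means inhibition of MDM2 E3 ligase activity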
Target sequence (Q00987 whole entry, looked up, the tested form may be a part): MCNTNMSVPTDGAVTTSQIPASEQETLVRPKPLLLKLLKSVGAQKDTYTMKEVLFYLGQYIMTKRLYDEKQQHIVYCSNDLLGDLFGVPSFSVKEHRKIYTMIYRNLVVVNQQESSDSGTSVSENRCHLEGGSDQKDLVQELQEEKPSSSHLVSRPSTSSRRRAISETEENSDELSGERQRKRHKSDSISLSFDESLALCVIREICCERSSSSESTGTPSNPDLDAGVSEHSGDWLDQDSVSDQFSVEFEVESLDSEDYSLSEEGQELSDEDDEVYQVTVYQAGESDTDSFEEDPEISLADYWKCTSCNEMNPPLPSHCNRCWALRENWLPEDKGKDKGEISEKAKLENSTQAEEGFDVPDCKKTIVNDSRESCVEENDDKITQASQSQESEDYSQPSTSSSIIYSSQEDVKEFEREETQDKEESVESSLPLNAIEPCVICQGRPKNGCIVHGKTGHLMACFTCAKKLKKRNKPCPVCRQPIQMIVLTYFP
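Assay system: stable mammalian line carrying autodegrading MDM2–luciferase fusion reporter; amount: 2000 cells seeded into each well; buffer or medium: DMEM; benchmarks: plate control and blank wells; signal: luciferase luminescence; timing: 2 h compound exposure at 37 °C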
p47phox inh = inhibitors of human p47phox binding | inhibition, % at 24.7 µM | p47phox/p22phox peptide binding, fluorescence polarization, 2 h | 220,000 compounds, 0.53% hits | P14598;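 active = inhibition above about 30%, limit read from the data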;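 also: 0% = p47phox with labelled peptide and 100% = labelled peptide alone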
Target sequence (P14598 whole entry, looked up): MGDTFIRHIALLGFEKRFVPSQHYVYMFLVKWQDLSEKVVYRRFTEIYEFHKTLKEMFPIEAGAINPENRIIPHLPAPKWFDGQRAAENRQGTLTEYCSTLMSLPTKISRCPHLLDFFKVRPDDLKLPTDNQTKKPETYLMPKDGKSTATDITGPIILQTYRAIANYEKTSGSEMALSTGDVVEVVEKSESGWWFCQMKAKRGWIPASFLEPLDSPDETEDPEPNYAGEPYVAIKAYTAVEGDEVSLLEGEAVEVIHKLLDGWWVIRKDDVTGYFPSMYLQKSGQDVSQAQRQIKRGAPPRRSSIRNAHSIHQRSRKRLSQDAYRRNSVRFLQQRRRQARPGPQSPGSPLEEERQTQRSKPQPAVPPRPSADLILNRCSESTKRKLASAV
Runt-SMMHC FRET = Runt domain-CBFb-SMMHC interaction inhibition. 220,000 compounds, 0.74% hits. Q01196+Q13951. Cerulean-Runt/Venus-CBFb-SMMHC FRET ratio 530/480, 1 h. inhibition, % at 20 µM. AID 1434;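 active = mean inhibition across duplicate retests at 20 µM reaching about 50%, limit read from the data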;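 also: 0% = DMSO wells and 100% = wells with excess untagged CBFb-SMMHC; inhibitors lower the FRET ratio by blocking Runt binding to CBFb-SMMHC; some results filed as inactive read as strong as hits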
CHOP inh = blocks CHOP induction under ER stress | inhibition, % at 10 µM | CHO-K1 CHOP-promoter luciferase, tunicamycin-induced, 15-18 h | 220,000 compounds, 3.8% hits;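 active = compounds that reduced the stress-induced luciferase reporter signal by more than about 70% of percent inhibition, limit read from the data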;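 also: 0% = tunicamycin plus vehicle and 100% = wells without tunicamycin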
EBV gp42 block = EBV gp42 inhibition; Q1HVG2; Fluorescence polarization binding assay, mP read-out; inhibition, % (tested at 21.74 µM); 220,000 compounds, 0.42% hits; AID 1085; in the data active = inhibition above about 50%
PPC-1+TRAIL kill = compounds killing PPC-1 cancer cells with TRAIL present (potentiator screen, no TRAIL-free arm); AID 1443; 220,000 compounds, 0.41% hits; PPC-1 cells + TRAIL, ATPLite viability luminescence; cell killing (% activity), % at 4 µM;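 active = cell killing above 50% in the first pass at 4 µM, then a duplicate retest at 5 µM averaging 50% or more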;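 also: plate controls were cells with TRAIL plus DMSO for no effect and medium-only wells lacking cells for full effect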
* marks the source's active call; other numbers are inactive results; · = not tested or not shown.

(1) CC1CN(C)C(C)CC1NCc1ccc2c(c1)OCO2 (centres undefined)
(2) Cc1ccc2nc(SCC(=O)NCC3CCCO3)c(C#N)cc2c1 (centres undefined)
(3) O=C(c1ccco1)N1CCN(S(=O)(=O)c2cccc(C(F)(F)F)c2)CC1
(4) CCOC(=O)C1=C(c2ccccc2)Nc2ncnn2C1c1ccc(O)cc1 (centres undefined)
(5) Cc1ccc(/C=C/C(=O)N2CCC(Cc3ccccc3)CC2)cc1
(6) CCn1c(SCC(=O)Nc2nc(C)cs2)nnc1-c1ccco1
(7) c1ccc(C2=Nn3c(nnc3-c3n[nH]c4c3CCC4)SC2)cc1
(8) CN1CCN(c2nc(-c3ccccc3)ncc2S(=O)(=O)c2ccccc2)CC1

assay / compound	1	2	3	4	5	6	7	8
TRPN1 ag	0.9	0.8	1.3	1.3	-0.6	0.3	-0.8	0.7
TNF necrop inh	1.0	-2.5	0.0	-2.0	1.7	0.9	-6.6	4.4
TRPML3 agonist	0.3	0.8	0.2	0.9	-0.1	-0.3	-0.5	1.1
MDM2 E3 inh	7	-9	-11	-16	-8	14	-12	-11
p47phox inh	-5	-1	-9	-17	-7	1	3	1
Runt-SMMHC FRET	0	-2	-6	-2	2	0	-2	2
CHOP inh	28	6	6	1	87*	-4	-24	7
EBV gp42 block	-18	-16	6	-10	-3	-11	7	8
PPC-1+TRAIL kill	-7	7	22	10	23	-1	10	0

(9) CSc1nnc(C)c(/C=C/Nc2ccc(F)cc2F)n1
(10) Cc1ccc(C(=O)NC2CCN(S(=O)(=O)c3ccc(C)cc3)CC2)cc1
(11) CCOc1cc(/C=N\NC(=O)c2ccc(NC(=O)C(C)(C)C)cc2)ccc1OC(=O)c1ccc(C)cc1
(12) O=C(NCCCN1CCOCC1)c1cc(C(=O)C2CCCCC2)c[nH]1
(13) O=C(COC(=O)Cc1ccc(Cl)cc1Cl)Nc1ccccc1OC(F)F
(14) O=C1Nc2cc(Cl)c(Cl)cc2N(O)N1c1ccc(Cl)c(Cl)c1
(15) CCOCCCN(C(=O)Cn1nnc(-c2ccc(OC)c(OC)c2)n1)C(CC)C(=O)NC1CCCC1 (centres undefined)
(16) O=[N+]([O-])c1ccn(-c2nc(-c3cccs3)cc(C(F)(F)F)n2)n1

assay / compound	9	10	11	12	13	14	15	16
TRPN1 ag	0.4	-1.1	0.0	0.7	-1.5	-0.2	-0.2	-0.1
TNF necrop inh	-3.8	-0.5	-1.6	1.0	1.0	-0.2	1.3	-0.4
TRPML3 agonist	1.1	0.0	0.3	1.2	-0.5	-0.5	0.2	1.0
MDM2 E3 inh	2	-8	-13	6	4	-4	-2	-1
p47phox inh	-9	-9	-14	2	6	-17	3	8
Runt-SMMHC FRET	1	2	-3	-6	3	-4	-5	2
CHOP inh	24	30	83*	-2	42	2	-6	14
EBV gp42 block	-12	-4	-33	-109	12	2	2	-6
PPC-1+TRAIL kill	8	2	12	21	17	13	17	13

(17) O=C1N=C(N2CCCC2)S/C1=C\c1cccc(Br)c1
(18) NCCSc1c(-c2ccc(Cl)cc2)[nH]c2ccccc12
(19) CCN(CC(=O)NCc1cccs1)c1nnnn1-c1ccccc1
(20) Cc1ccc(-c2nnc(-c3ccc(NC(=O)Cc4cccs4)cc3)o2)cc1
(21) Nc1c(C(=O)c2ccccc2)oc2ccc([N+](=O)[O-])cc12
(22) CC(C)NC(=O)CN(CCc1ccccc1)S(C)(=O)=O
(23) CCN(CC)S(=O)(=O)c1ccc(/C=C/C(=O)OCC(=O)Nc2cccc3ccccc23)cc1
(24) C=CCN1c2ccccc2[C@]23C[C@@H](C(=O)OC)N(C(=O)c4cc(C)oc4C)C2=NC(C(=O)OC)=C(C(=O)OC)[C@H]13

assay / compound	17	18	19	20	21	22	23	24
TRPN1 ag	-0.5	0.6	0.4	-3.2	0.9	0.4	2.6	·
TNF necrop inh	-0.1	-10	-7.4	-21	2.3	0.2	0.4	-2.9
TRPML3 agonist	0.0	1.9	1.3	-0.5	1.0	0.7	0.8	·
MDM2 E3 inh	-4	-9	-11	-27	·	-16	-12	12
p47phox inh	-27	-17	-2	1	-9	-6	-8	-10
Runt-SMMHC FRET	2	1	0	-6	-2	0	-2	-1
CHOP inh	7	22	5	105*	49	10	0	5
EBV gp42 block	-3	-4	6	-20	-5	7	-13	-15
PPC-1+TRAIL kill	-14	3	10	24	4	-19	13	20

An excerpt from above in order of their number in CHOP inh, descending:
item | SMILES | TRPML3 agonist | p47phox inh | Runt-SMMHC FRET | CHOP inh | EBV gp42 block
20 | Cc1ccc(-c2nnc(-c3ccc(NC(=O)Cc4cccs4)cc3)o2)cc1 | -0.5 | 1 | -6 | 105* | -20
11 | CCOc1cc(/C=N\NC(=O)c2ccc(NC(=O)C(C)(C)C)cc2)ccc1OC(=O)c1ccc(C)cc1 | 0.3 | -14 | -3 | 83* | -33
21 | Nc1c(C(=O)c2ccccc2)oc2ccc([N+](=O)[O-])cc12 | 1.0 | -9 | -2 | 49 | -5
13 | O=C(COC(=O)Cc1ccc(Cl)cc1Cl)Nc1ccccc1OC(F)F | -0.5 | 6 | 3 | 42 | 12
4 | CCOC(=O)C1=C(c2ccccc2)Nc2ncnn2C1c1ccc(O)cc1 (centres undefined) | 0.9 | -17 | -2 | 1 | -10

The results go on:
(25) COc1ccc(-c2nnc(SCC(=O)N/N=C/c3ccccc3C(=O)O)n2-c2ccccc2)cc1
(26) COC(=O)c1sccc1NC(=O)Cn1nnc(-c2ccc(C)cc2)n1
(27) CCOc1ccc(/C=C/C(=O)Nc2ccc(N3CCOCC3)cc2)cc1
(28) O=C(NC(=S)NNC(=O)c1cccs1)c1ccco1
(29) CCOC(=O)c1ccc(NC(=O)CSc2nnc(NC(=O)c3ccc(S(=O)(=O)N4CCOCC4)cc3)s2)cc1
(30) COc1ccc(/C=C/C(=O)Oc2cccc(/C=N/NC(=O)Cc3ccc(Br)cc3)c2)cc1
(31) Cc1ccc(S(=O)(=O)N(C)CCCC(=O)NC(C)(C)C)cc1
(32) CC1=CC(C)C(/C=N/N=C(N)N)C(C)C1 (centres undefined)

assay / compound	25	26	27	28	29	30	31	32
TRPN1 ag	-0.1	0.6	1.5	2.0	0.2	1.7	-0.6	0.8
TNF necrop inh	1.4	0.3	-1.9	-3.0	1.7	-22	0.8	0.8
TRPML3 agonist	0.2	-0.2	0.6	0.0	0.6	0.0	0.6	1.0
MDM2 E3 inh	-12	-14	-20	-12	-3	·	-18	-3
p47phox inh	1	0	1	-23	10	-8	4	-5
Runt-SMMHC FRET	1	0	-3	-5	-14	0	0	-5
CHOP inh	-7	7	20	2	32	71*	0	3
EBV gp42 block	-17	-12	-2	-18	-23	-12	-2	-7
PPC-1+TRAIL kill	10	7	12	22	32	13	12	2

Three structures from above, ordered by length of the SMILES, smallest number first:
(26) COC(=O)c1sccc1NC(=O)Cn1nnc(-c2ccc(C)cc2)n1
(30) COc1ccc(/C=C/C(=O)Oc2cccc(/C=N/NC(=O)Cc3ccc(Br)cc3)c2)cc1
(25) COc1ccc(-c2nnc(SCC(=O)N/N=C/c3ccccc3C(=O)O)n2-c2ccccc2)cc1

assay / compound	26	30	25
TRPN1 ag	0.6	1.7	-0.1
TNF necrop inh	0.3	-22	1.4
TRPML3 agonist	-0.2	0.0	0.2
MDM2 E3 inh	-14	·	-12
p47phox inh	0	-8	1
Runt-SMMHC FRET	0	0	1
CHOP inh	7	71*	-7
EBV gp42 block	-12	-12	-17
PPC-1+TRAIL kill	7	13	10

(further entries)
(33) COc1cc(/C=N/NC(=S)Nc2cccc(S(=O)(=O)N(C)C)c2)cc(OC)c1O
(34) CC(=O)C1C(=O)c2c(cccc2[N+](=O)[O-])C1=Nc1ccc(S(N)(=O)=O)cc1 (centres undefined)
(35) COC(=O)c1ccc(N2C(=O)CC(N3CCOCC3)C2=O)cc1 (centres undefined)
(36) NS(=O)(=O)c1ccc(NC(=S)Nc2ccc(Br)c(Cl)c2)cc1
(37) CSc1ccccc1C(=O)Nc1ccc(C)c(C)c1
(38) COc1ccccc1-c1noc(CCC(=O)Nc2ccccc2Cl)n1
(39) Cc1noc(C)c1C(=O)OC(C)C(=O)Nc1ccc(S(=O)(=O)NC(C)C)cc1 (centres undefined)
(40) CCN(Cc1ccccc1)C(=O)C1CCC(CNc2c(N3CCOCC3)c(=O)c2=O)CC1 (centres undefined)

assay / compound	33	34	35	36	37	38	39	40
TRPN1 ag	-0.9	1.6	0.7	-0.3	-0.5	-0.8	2.4	0.7
TNF necrop inh	1.3	-1.3	1.0	3.6	-3.7	1.8	2.3	-0.1
TRPML3 agonist	-0.5	0.8	0.6	0.4	-0.4	0.1	0.6	0.4
MDM2 E3 inh	-9	-6	-12	-79	-24	-5	21	-10
p47phox inh	-69	8	7	-31	-11	13	-18	-6
Runt-SMMHC FRET	8	17	3	2	1	-3	3	-5
CHOP inh	6	-2	11	33	-31	30	6	-17
EBV gp42 block	-5	9	0	-8	-1	-6	1	-7
PPC-1+TRAIL kill	-8	4	8	12	22	9	-4	10

(41) CCOC(=O)c1c(-c2ccc(OC)cc2)csc1/N=C/C1C(=O)CCCC1=O
(42) COc1cccc(NC(=O)CNC(=O)c2ccc([N+](=O)[O-])cc2)c1
(43) OCCN(Cc1ccccc1)C(=S)Nc1ccc(F)cc1
(44) Cc1ccc(CSc2nc3c(c(=O)[nH]c(=O)n3C)n2CCC(C)C)cc1
(45) CC(C(=O)NCc1cccs1)N1C(=O)c2ccccc2C1=O (centres undefined)
(46) CNC(=S)N/N=C/c1ccc(OCC(=O)Nc2c(C)cc(C)cc2C)c(OC)c1
(47) O=C(C/C=N\OCc1ccc([N+](=O)[O-])cc1)Nc1ccc(F)cc1F
(48) COc1ccc(CCNC(=O)CSc2nc(O)c(CC(C)C)c(=O)[nH]2)cc1OC
(49) COc1ccc(/C=N/NC(N)=S)cc1OC(=O)c1cccc2ccccc12

assay / compound	41	42	43	44	45	46	47	48	49
TRPN1 ag	2.5	0.8	-1.2	0.7	0.2	0.9	2.5	1.0	1.6
TNF necrop inh	-0.9	0.2	2.7	-4.6	-0.3	1.9	0.7	-0.1	-24
TRPML3 agonist	2.2	1.2	1.0	-0.1	-0.2	0.0	1.0	0.6	0.1
MDM2 E3 inh	-8	·	7	-5	10	-15	-9	-15	-19
p47phox inh	-11	-7	0	1	-8	-7	-10	-21	-16
Runt-SMMHC FRET	-15	1	44	1	1	-4	-3	-6	-2
CHOP inh	21	0	11	106*	-10	-29	-7	25	65
EBV gp42 block	7	-12	12	-3	-21	-7	-3	-17	4
PPC-1+TRAIL kill	16	-6	10	1	6	22	24	11	15
